# CRFR2-BP antag – blocks CRF-induced signaling of the CRF-BP/CRF-R2 complex; 0.59% of 350,000 active; HEK293 CRF-R2/CRF-BP, CRF-induced calcium fluorescence; inhibition, % at 11.8 µM; AID 588475;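 active means inhibition of the ligand-induced calcium signal above about 50% at the single tested concentration, limit read from the data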
# IDE cell inh – cellular human IDE inhibition; HEK cells, FAbetaB cleavage, fluorescence polarization; P14735; 0.41% of 320,000 active; inhibition, % at 5.59 µM;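 active means percent inhibition above the average of all tested compounds plus 3 SD, set per screening campaign, cut at about 16% in these data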;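 further: IDE supplied by intact live HEK cells; FP after avidin binding of uncleaved biotin substrate so inhibition keeps polarization high; 0% = DMSO wells and 100% = 60 µM reference IDE inhibitor Ii1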
# GalR3 antagonist – blocks the human galanin receptor 3; O60755; HEK293 GalR3-CNG cAMP membrane potential fluorescence; galR3 body fused to GalR1 C-terminus; inhibition, % at 3 µM; 0.44% of 360,000 active; AID 651719;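 active means inhibition above the screen-wide average plus 3 SD, cut at about 13% in these data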;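 further: forskolin and galanin both at EC90 stimulate the cells; cAMP rise reported by CNG channel membrane potential dye signal; 0% = forskolin plus galanin with DMSO and 100% = forskolin alone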
# Target sequence (O60755 1-299 limits assumed): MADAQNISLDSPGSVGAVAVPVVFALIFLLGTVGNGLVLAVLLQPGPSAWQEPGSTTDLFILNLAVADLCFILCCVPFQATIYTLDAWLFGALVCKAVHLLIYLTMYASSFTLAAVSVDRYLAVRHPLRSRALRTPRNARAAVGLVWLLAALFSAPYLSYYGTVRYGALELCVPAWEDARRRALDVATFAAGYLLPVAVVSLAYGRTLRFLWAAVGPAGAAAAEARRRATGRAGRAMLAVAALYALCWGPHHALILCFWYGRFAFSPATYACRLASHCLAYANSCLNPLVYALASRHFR
# MEKK3 PB1 HTS – modulators (inhibitors or enhancers) of MEK5 binding to human MEKK3 PB1 domain | binding response (% of control), % at 10 µM | bead-based flow cytometry, Alexa488-MEK5 binding to MEKK3; actives lie on both sides; 0 = blocked by unlabeled MEK5, 100 = vehicle | AID 1529 | 1.4% of 290,000 active;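 active means binding response more than 3 SD above or below the average of its plate-row segment, actives on both sides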;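 further: Alexa488 bead fluorescence after subtracting the streptavidin-only scavenger bead signal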
# Target sequence (Q99759 whole entry, looked up, the tested form may be a part): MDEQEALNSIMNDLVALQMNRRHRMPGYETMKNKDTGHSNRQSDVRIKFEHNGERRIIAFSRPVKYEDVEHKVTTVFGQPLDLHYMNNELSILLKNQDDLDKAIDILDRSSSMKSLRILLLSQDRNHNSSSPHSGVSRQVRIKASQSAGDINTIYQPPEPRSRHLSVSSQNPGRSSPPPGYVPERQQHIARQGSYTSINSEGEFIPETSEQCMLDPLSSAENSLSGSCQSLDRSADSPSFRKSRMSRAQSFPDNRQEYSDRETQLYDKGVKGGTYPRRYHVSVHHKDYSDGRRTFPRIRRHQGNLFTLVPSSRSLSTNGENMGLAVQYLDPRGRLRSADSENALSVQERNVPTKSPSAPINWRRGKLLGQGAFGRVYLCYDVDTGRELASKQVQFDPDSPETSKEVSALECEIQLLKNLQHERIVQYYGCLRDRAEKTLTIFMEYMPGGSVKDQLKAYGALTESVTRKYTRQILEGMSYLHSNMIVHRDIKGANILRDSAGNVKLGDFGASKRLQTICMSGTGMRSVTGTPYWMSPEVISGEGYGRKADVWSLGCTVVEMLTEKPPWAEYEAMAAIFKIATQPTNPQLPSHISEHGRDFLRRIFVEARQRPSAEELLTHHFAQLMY
# PHOSPHO1 block – blocks human PHOSPHO1 phosphatase activity; inhibition, % at 13.3 µM; AID 1565; 1.1% of 290,000 active; recombinant PHOSPHO1, absorbance phosphatase assay; Q8TCT1; in the data active means inhibition above about 60%
# CRFR2-BP ag – agonists of human CRF-binding protein/CRF-R2 receptor complex; AID 588473; HEK293 CRF-R2/CRF-BP, calcium dye fluorescence (FLIPR); percent of saturating CRF peptide response; 0.46% of 350,000 active; activation, % at 13.2 µM;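 active means activation of at least 50%, plus an integration ratio under a set limit after plate pattern correction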;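 further: plate controls were neutral control wells without compound for no effect and CRF at EC100 for full effect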
# IDE act – activators of human insulin-degrading enzyme in cells | HEK cells, FAbeta-B cleavage, fluorescence polarization; 0% vehicle, 100% cell-free pure enzyme wells | activation, % at 5.96 µM | 0.073% of 340,000 active | AID 493087;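 active means activation above the mean of all tested compounds plus 3 SD, set per screening campaign, cut at about 17% in these data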
# M4 PAM – CHRM4 positive allosteric modulation; P08173; CHO-K1 hM4/Gqi5, Fluo-8 calcium fluorescence, ACh EC20; 0% = ACh EC20, 100% = maximal ACh; activation, % at 3 µM; 0.4% of 360,000 active; AID 624126;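 active means activation above its plate's cutoff, the mean activation of sample wells plus 3 SD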; further: some results filed as inactive read as strong as hits
# p-CIP stab down – lowers stability of the mouse p/CIP coactivator protein; Q05BA5; F442A p/CIP-EGFP cells, EGFP fluorescence, 16 h; decrease of EGFP signal, % at 10 µM; 0.01% of 290,000 active; AID 1984;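 active means EGFP signal decrease of at least 30% at 10 µM or well 3 SD below plate mean, unless failing retest; inactive means the rest, including hits failing retest or dose response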; further: some compounds called inactive have numbers as strong as hits; many of its hits are not listed in these tables
# Active calls of the source: *; · = not tested or not shown; [ ] = remark or other dose.
structure	CRFR2-BP antag	IDE cell inh	GalR3 antagonist	MEKK3 PB1 HTS	PHOSPHO1 block	CRFR2-BP ag	IDE act	M4 PAM	p-CIP stab down
CC1Sc2ccc(S(=O)(=O)CCC(=O)NCc3cccs3)cc2NC1=O (stereo unspecified)	-6.9	5.2	2.8	97.0	16.9	-1.0	1.4	-2.7	7.3
S=c1nc(-c2ccc(Br)cc2)oc2c1CCCC2	4.7	2.9	-3.0	·	36.7	-1.9	-0.3	-2.2	14.4
COc1cc2c(cc1OC)CN(Cc1cccs1)CC2	-8.7	2.7	-3.6	100.0	-27.4	1.1	-2.2	4.5	-14.2
CC(C)n1cc(C(=O)NC2CC(C)(C)Cc3c2cnn3-c2ccccc2)cn1 (stereo unspecified)	4.1	2.2	-1.0	103.0	42.6	0.2	0.4	-1.0	-3.4
COc1cccc2c1nc(C)c1cc(C)oc12	30.6	2.3	-0.6	83.0	27.6	0.2	2.3	4.5	-12.1
O=C(Nc1cccc(Cl)c1)c1nc[nH]c1C(=O)NCCCCNC(=O)c1[nH]cnc1C(=O)Nc1cccc(Cl)c1	5.0	3.7	-3.3	·	·	0.1	0.7	4.0	·
CN(C)S(=O)(=O)c1ccc2nnn(OCC(=O)NC34CC5CC(CC(C5)C3)C4)c2c1	9.4	-3.1	-9.4	101.0	-9.7	-2.7	-2.0	1.2	2.6
Nc1nnc(-c2ccc([N+](=O)[O-])o2)s1	19.8	·	-2.8	·	·	0.6	-1.0	6.2	·
CCOC(=O)c1ccc(N2C(=O)C3ON(c4ccccc4)C(c4ccco4)C3C2=O)cc1 (stereo unspecified)	-23.8	-0.9	·	102.0	2.1	-0.8	9.3	-3.2	-21.0
CN(C)c1ccc(N=Nc2ccc3ncccc3c2)cc1	-5.1	·	-4.0	·	·	-6.9	-5.4	-11.2	·
CC(=O)N1CCN(C(=O)COC(=O)/C=C/c2ccc(C(F)(F)F)cc2)CC1	-6.5	4.3	-1.6	·	·	2.2	-7.2	9.7	·
CC(C)(C)N1CCC1CN (stereo unspecified)	-22.0	·	-11.8	79.0	3.3	0.3	-0.9	3.2	3.2
Cc1cc(-c2ccc(C)c(S(=O)(=O)NCCCN3CCCCCC3)c2)on1	6.1	15.0	-0.3	100.0	12.7	1.8	-4.0	-1.2	1.0
COc1ccccc1NC(=S)NCCc1ccc(F)cc1	15.7	4.1	-5.2	96.0	39.4	-0.4	1.0	-1.5	-4.0
CCOC(=O)Cc1nnc(NC(=O)CSc2ccc(Cl)cc2)s1	-48.7	-2.9	-0.3	99.0	13.5	11.8	-4.1	27.6	-5.0
CCCCC[C@@H]1C=C(C(=O)O)[C@H](c2ccc(C#N)cc2)N1S(=O)(=O)c1ccc(C)cc1	17.3	5.0	-6.9	·	·	-1.3	-1.2	4.3	·
O=C(CCCCCBr)N1CCC(CC2CC(c3ccc(Cl)cc3)=NO2)(C(=O)NCC2CCCCC2)CC1 (stereo unspecified)	3.0	-4.8	-0.6	100.0	-1.7	-2.3	1.7	2.0	3.5
CCC1CCCCN1S(=O)(=O)c1ccc(S(=O)(=O)N2CCN(S(=O)(=O)CC)CC2)cc1 (stereo unspecified)	-14.1	5.6	-3.1	106.0	-25.0	4.4	17.7*	-2.6	-16.1
Cc1ccc2nc(N(CCCN(C)C)C(=O)COc3ccc(Cl)cc3)sc2c1	-30.7	0.2	-1.3	109.0	0.6	3.7	21.8*	-14.9	12.9
CCOC(=O)c1c(C)oc2ccc(O)c(CN(C)C)c12	-26.6	-3.6	1.9	94.0	13.2	-1.0	3.7	5.3	-4.6
COc1cc(C=O)ccc1Oc1nc(Nc2ccc(F)cc2F)nc(N2CCOCC2)n1	-35.2	1.6	-1.6	124.0	36.5	-2.7	·	-5.1	-2.7
Cc1c(NC(=O)c2ccc(=O)oc2)c(=O)n(-c2ccccc2)n1C	-5.1	5.0	0.6	88.0	1.2	-0.1	3.0	1.7	-8.8
Cc1ccccc1SCC(=O)NCCCn1ccnc1	15.9	2.5	-9.2	104.0	36.6	-1.1	2.8	-3.2	3.3
CN(C(=O)COC(=O)c1ccc(Cl)nc1)c1c(N)n(Cc2ccccc2)c(=O)[nH]c1=O	8.9	1.3	-5.2	·	·	-0.1	9.0	10.1	·
Cc1ccc(C2(c3noc(CN(C)CC4COCCO4)n3)CCCC2)cc1 (stereo unspecified)	-9.2	3.5	-0.9	84.0	54.1	0.5	-0.6	0.7	-7.7
CC(/C=C/c1ccccc1)=N\NC(=O)CNC(=O)c1ccccc1Cl	16.3	3.7	-4.7	94.0	-1.5	-0.8	-5.5	10.4	-3.9
CC(C)Oc1ccc(Cc2cnc(N)nc2N)cc1	-6.8	-3.2	-3.2	102.0	6.4	0.0	5.6	-5.7	4.2
Cc1cc(C)n2nc(SC(C)C(=O)Nc3ccc(Cl)cn3)nc2n1 (stereo unspecified)	-0.5	-0.7	3.1	109.0	32.6	-0.8	2.0	1.8	-31.8
CCOC(=O)c1c(NC(=O)c2c(C(=O)O)cccc2[N+](=O)[O-])sc2c1CCCC2	17.7	5.6	-9.6	109.0	37.3	-2.2	-2.4	5.2	1.4
O=C1c2ccccc2NC(c2ccc(-c3ccc(F)cc3)o2)N1O (stereo unspecified)	-12.8	-2.7	-5.0	·	·	-2.6	6.5	11.7	·

# Among those listed so far, 2 contain an NH in an aromatic ring:
structure	CRFR2-BP antag	IDE cell inh	GalR3 antagonist	MEKK3 PB1 HTS	PHOSPHO1 block	CRFR2-BP ag	IDE act	M4 PAM	p-CIP stab down
O=C(Nc1cccc(Cl)c1)c1nc[nH]c1C(=O)NCCCCNC(=O)c1[nH]cnc1C(=O)Nc1cccc(Cl)c1	5.0	3.7	-3.3	·	·	0.1	0.7	4.0	·
CN(C(=O)COC(=O)c1ccc(Cl)nc1)c1c(N)n(Cc2ccccc2)c(=O)[nH]c1=O	8.9	1.3	-5.2	·	·	-0.1	9.0	10.1	·

# New compounds follow:
structure	CRFR2-BP antag	IDE cell inh	GalR3 antagonist	MEKK3 PB1 HTS	PHOSPHO1 block	CRFR2-BP ag	IDE act	M4 PAM	p-CIP stab down
Cc1ccccc1NC(=O)CSc1nc(N)c2c3c(sc2n1)CSC(C)(C)C3	-41.6	1.8	21.1*	102.0	3.1	-0.3	-0.8	0.6	-5.7
CCOc1ccccc1N1CCN(c2ncnc3scc(-c4ccc(OC)cc4)c23)CC1	7.2	-1.1	-0.2	102.0	28.7	1.1	1.4	-12.7	-9.2
CCC1CCCCN1CCCNC(=O)C1CCCN(c2nn3c(=O)cc(C)nc3s2)C1 (stereo unspecified)	-1.0	-2.4	-6.0	101.0	47.5	0.9	-2.3	-5.0	-1.6
COc1cccc(C(=O)NCCOc2cc(C)cc(C)c2)c1	-2.9	1.5	-1.7	103.0	-10.5	1.3	-0.4	9.8	-1.5
CCCCCn1c(=O)[nH]c2cc(C(=O)NCCCN3CCCCC3C)ccc2c1=O (stereo unspecified)	-19.7	-6.8	-12.1	102.0	26.1	2.1	3.4	-11.0	4.9
CCN(c1cccc(C)c1)S(=O)(=O)c1cccc2nsnc12	18.9	-4.2	-3.4	·	-12.9	-4.6	7.7	-8.9	0.7
COc1cc(CNCc2ccncc2)cc(OC)c1OC	-3.3	4.8	-8.9	99.0	23.5	0.0	-4.3	-4.6	10.9
CN(CCOC(=O)c1ccco1)Cc1ccccc1	-16.0	0.2	1.7	106.0	-2.7	2.2	1.4	6.3	-15.1
Cc1ccccc1NC(=O)c1nn(C)c(C(=O)Nc2ccccc2C)c1[N+](=O)[O-]	-5.0	2.4	-12.8	106.0	29.0	-0.2	5.3	4.7	-4.2
Nc1nonc1-c1nc2ccccc2n1CCC(=O)O	0.8	2.4	-5.6	102.0	8.7	0.4	0.0	1.3	-2.4
CN(Cc1ccccc1)C(=S)Nc1ccc(OC(F)F)cc1	3.8	2.5	-0.1	99.0	2.9	-0.1	-4.7	2.2	-16.4
COCCNC(=S)N(CCc1c(C)[nH]c2ccc(F)cc12)Cc1cccs1	-37.7	-1.7	-3.1	67.0	53.4	0.7	1.8	-9.9	-21.4
COC(=O)CCN(C(=O)c1ccc2c(c1)OCO2)c1ccccn1	1.5	8.1	-3.1	115.0	-6.1	-1.3	4.6	9.2	2.8
NNC(=O)COc1ccc(F)cc1	18.5	0.1	-0.4	103.0	-4.0	-0.9	5.3	0.9	5.6
CCCn1ncc(CN2CCC(C(=O)Nc3cccc(-c4cccc(F)c4)c3)CC2)c1C	-17.1	2.9	-5.3	104.0	36.4	0.2	1.5	-4.3	-4.2
CC1CCCN(C(=O)C2CCN(CC(C)c3ccccc3)CC2)C1 (stereo unspecified)	-15.0	1.2	1.1	107.0	0.1	0.1	5.8	3.1	-4.9
CCCNC(=S)N1CCC(Cc2ccccc2)CC1	0.8	5.2	-2.3	102.0	2.8	-2.7	-2.7	4.7	0.9
Cc1cccc(NCCC#N)c1	-3.1	-2.4	-2.2	104.0	0.3	-0.1	3.7	-2.7	-13.9
CN(Cc1cccs1)C(=O)c1ccc(S(=O)(=O)NCc2ccco2)cc1	-2.3	1.8	0.6	102.0	15.8	0.5	3.7	-7.6	3.6
O=C(CCCCn1c(=O)c2ccccc2n(Cc2ccccc2)c1=O)NC1CCN(Cc2ccccc2)CC1	-12.4	2.5	-9.1	22.0*[inhibitor]	-12.7	-0.1	-1.5	-28.6	7.4
COc1c(C)cccc1C(=O)Nc1ccc(CN2CCOCC2)cc1	7.7	-0.5	-0.5	99.0	9.7	-0.3	0.7	0.1	0.9
O=C1CSCC(=O)N1Cc1ccc(Cl)cc1Cl	4.7	4.8	-7.9	95.0	15.3	-1.8	2.4	1.5	11.8
Cn1cnnc1SCC(=O)Nc1ccc(OCc2ccccc2)cc1	9.1	6.3	-4.6	90.0	-2.1	-2.7	-3.9	3.9	12.9
CC[C@]1(C(=O)OC)[C@H]2C(=O)N(C)C(=O)[C@H]2[C@H]2CN=C(SCC3CC3)N21	-0.3	·	-6.4	·	·	-3.8	5.1	5.0	·
Cc1cc(Br)cc2c(C(=O)NCC3CCCO3)cc(-c3ccccc3)nc12 (stereo unspecified)	-12.7	1.9	-2.8	98.0	22.6	2.6	1.8	-3.1	-19.5
COCC(C)n1c(C)cc(C(=O)COC(=O)c2ccc3ncsc3c2)c1C (stereo unspecified)	-11.0	0.1	-5.4	101.0	-11.6	0.2	5.3	-4.0	-13.6
Fc1cccc(Nc2nc(-c3ccncc3)nc3ccccc23)c1	-25.9	-1.1	-2.4	97.0	18.3	0.2	-3.0	4.7	-13.1
CCc1nnc2sc(-c3ccc(NC(=O)c4ccc5c(c4)OCCO5)cc3)nn12	25.8	5.5	-1.1	98.0	-6.7	-1.2	-2.8	0.9	-10.9
CCOC(=O)C1(Cc2ccccc2)CCCN(Cc2ccncc2)C1 (stereo unspecified)	23.5	-4.1	-6.5	83.0	0.9	-1.4	-5.7	0.2	1.9
CCN1C2=C(C(=O)CCC2)C(c2ccc(O)cc2)C2=C1CCCC2=O	5.5	-6.3	-1.7	103.0	6.3	1.0	2.6	7.5	-16.4
COC(=O)c1ccccc1NC(=O)c1cc(OC)cc(OC)c1	10.9	7.7	-2.6	85.0	7.0	0.7	4.2	-4.1	-8.9
CCN1C(=O)[C@H]2[C@@H](c3ccc(-c4ccc(F)cc4)c(OC)c3)N3CCCC[C@@]3(C(=O)OC)[C@H]2C1=O	17.0	3.3	-3.6	·	·	2.9	-3.2	4.4	·

# Compound activity deposited in PubChem by several laboratories.

# Random draw from the library (roughly 4.2% active in at least one column).
